14-3-3g Raf – 14-3-3 gamma protein interaction modulation; P61981; FP, 14-3-3gamma / TMR-pS259-Raf peptide binding; inhibition, % at 40 µM; hit rate 0.19% among 160,000; AID 422; in the data active = inhibition above about 30%;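 note: 0% = protein plus tracer without compound and 100% = blank with tracer alone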
Target sequence (P61981 whole entry, looked up): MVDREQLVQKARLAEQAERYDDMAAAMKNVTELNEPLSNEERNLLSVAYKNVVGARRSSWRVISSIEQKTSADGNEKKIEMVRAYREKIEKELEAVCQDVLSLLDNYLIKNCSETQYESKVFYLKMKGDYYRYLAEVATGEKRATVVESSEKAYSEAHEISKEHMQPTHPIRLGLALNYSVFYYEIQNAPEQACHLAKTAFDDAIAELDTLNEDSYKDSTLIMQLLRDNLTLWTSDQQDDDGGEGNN
Starred values were filed as active, the others as inactive. A portion of the library; count on the stated rates, not on these rows.

Start of the listing, in advance (19 entries):
`O=C(Nc1ncnc2sc3c(c12)CCC3)c1ccc(F)cc1` gave 14-3-3g Raf 3.
Screening Cc1c(C(=O)N2CCN(c3ncccn3)CC2)sc2nc3n(c(=O)c12)CCCC3 returned 14-3-3g Raf -5.
Screening COCCn1c(C)cc(C(=O)CSc2nc(C)nc3sc4c(c23)CCC4)c1C returned 14-3-3g Raf -5.
Cc1nn(C(C)(C)C)c(OC(=O)c2ccccc2C(F)(F)F)c1S(=O)(=O)c1ccccc1 was read as 14-3-3g Raf 6.
CCOc1ccc(C2=CC(c3cccc(OC)c3)c3ccccc3O2)cc1 (configuration not stated) was read as 14-3-3g Raf -4.
Screening COc1ccc2cc3cc(C(=O)N4CCN(c5cccc(C)c5C)CC4)sc3nc2c1 returned 14-3-3g Raf 12.
For CN(Cc1ccccc1)C(=O)C1c2ccccc2C(=O)N(C)C1c1c[nH]c2ccccc12 (configuration not stated) the results were 14-3-3g Raf 7.
For COc1ccc(C(O)Cc2nc3ccccc3n2Cc2ccc(Br)cc2)cc1 (configuration not stated) the results were 14-3-3g Raf -8.
`c1ccc(Cn2c(Sc3nnnn3-c3ccccc3)nnc2-c2ccccc2)cc1` gave 14-3-3g Raf 7.
O=S(=O)(NCC(c1cccnc1)N1CCN(c2ccc(F)cc2)CC1)c1ccc(F)cc1 (configuration not stated) was read as 14-3-3g Raf -7.
`O=C(Cn1nc(Cl)nc1Cl)Nc1ccccc1` gave 14-3-3g Raf -5.
O=C(Nc1ccc(S(=O)(=O)N2CCc3ccccc32)cc1)c1ccc([N+](=O)[O-])cc1 was read as 14-3-3g Raf -10.
`COc1ccccc1CNC(=O)C1CCN(S(=O)(=O)N2CCCC2)CC1` gave 14-3-3g Raf -11.
O=c1cc(N2CCc3ccccc3C2)[nH]c(=O)n1-c1ccc(Br)cc1 was read as 14-3-3g Raf 0.
For CCSc1nnc2[nH]c(=O)cc(N)n12 the results were 14-3-3g Raf 3.
For CCOC(=O)CN1C(=O)C(O)(CC(=O)c2ccc3ccccc3c2)c2ccccc21 (configuration not stated) the results were 14-3-3g Raf -1.
Screening CCCN1CCN(C(c2cc3cc4c(cc3[nH]c2=O)OCO4)c2nnnn2C(C)(C)C)CC1 (configuration not stated) returned 14-3-3g Raf -1.
Nn1c(SCC(=O)Nc2ccccc2)nnc1-c1cccnc1 was read as 14-3-3g Raf -7.
For O=C(C1CCCN(c2nnc(-n3cccc3)s2)C1)N1CCN(c2ccccc2)CC1 (configuration not stated) the results were 14-3-3g Raf 5.

The list itself, repeating the preview:
`O=C(Nc1ncnc2sc3c(c12)CCC3)c1ccc(F)cc1` gave 14-3-3g Raf 3.
Screening Cc1c(C(=O)N2CCN(c3ncccn3)CC2)sc2nc3n(c(=O)c12)CCCC3 returned 14-3-3g Raf -5.
Screening COCCn1c(C)cc(C(=O)CSc2nc(C)nc3sc4c(c23)CCC4)c1C returned 14-3-3g Raf -5.
Cc1nn(C(C)(C)C)c(OC(=O)c2ccccc2C(F)(F)F)c1S(=O)(=O)c1ccccc1 was read as 14-3-3g Raf 6.
CCOc1ccc(C2=CC(c3cccc(OC)c3)c3ccccc3O2)cc1 (configuration not stated) was read as 14-3-3g Raf -4.
Screening COc1ccc2cc3cc(C(=O)N4CCN(c5cccc(C)c5C)CC4)sc3nc2c1 returned 14-3-3g Raf 12.
For CN(Cc1ccccc1)C(=O)C1c2ccccc2C(=O)N(C)C1c1c[nH]c2ccccc12 (configuration not stated) the results were 14-3-3g Raf 7.
For COc1ccc(C(O)Cc2nc3ccccc3n2Cc2ccc(Br)cc2)cc1 (configuration not stated) the results were 14-3-3g Raf -8.
`c1ccc(Cn2c(Sc3nnnn3-c3ccccc3)nnc2-c2ccccc2)cc1` gave 14-3-3g Raf 7.
O=S(=O)(NCC(c1cccnc1)N1CCN(c2ccc(F)cc2)CC1)c1ccc(F)cc1 (configuration not stated) was read as 14-3-3g Raf -7.
`O=C(Cn1nc(Cl)nc1Cl)Nc1ccccc1` gave 14-3-3g Raf -5.
O=C(Nc1ccc(S(=O)(=O)N2CCc3ccccc32)cc1)c1ccc([N+](=O)[O-])cc1 was read as 14-3-3g Raf -10.
`COc1ccccc1CNC(=O)C1CCN(S(=O)(=O)N2CCCC2)CC1` gave 14-3-3g Raf -11.
O=c1cc(N2CCc3ccccc3C2)[nH]c(=O)n1-c1ccc(Br)cc1 was read as 14-3-3g Raf 0.
For CCSc1nnc2[nH]c(=O)cc(N)n12 the results were 14-3-3g Raf 3.
For CCOC(=O)CN1C(=O)C(O)(CC(=O)c2ccc3ccccc3c2)c2ccccc21 (configuration not stated) the results were 14-3-3g Raf -1.
Screening CCCN1CCN(C(c2cc3cc4c(cc3[nH]c2=O)OCO4)c2nnnn2C(C)(C)C)CC1 (configuration not stated) returned 14-3-3g Raf -1.
Nn1c(SCC(=O)Nc2ccccc2)nnc1-c1cccnc1 was read as 14-3-3g Raf -7.
For O=C(C1CCCN(c2nnc(-n3cccc3)s2)C1)N1CCN(c2ccccc2)CC1 (configuration not stated) the results were 14-3-3g Raf 5.
`c1ccc(-c2cccc(-c3ccccn3)n2)nc1` gave 14-3-3g Raf -2.
For CC1=CCC2C(=O)N(c3ccccc3OCC(=O)c3ccc(Br)cc3)C(=O)C2C1 (configuration not stated) the results were 14-3-3g Raf -10.
For CCSc1nc2c(cnn2-c2ccc(Cl)cc2)c(=O)[nH]1 the results were 14-3-3g Raf 2.
Screening O=C(Cn1c(=S)[nH]c2ncccc2c1=O)NCCC1=CCCCC1 returned 14-3-3g Raf -10.
For Cc1cc([N+](=O)[O-])ccc1NC(=O)CCCCCN1C(=O)c2ccccc2C1=O the results were 14-3-3g Raf -13.
O=C(Nc1ccccc1[N+](=O)[O-])c1ccc(S(=O)(=O)N2CCCCC2)cc1 was read as 14-3-3g Raf 0.
For CCOC(=O)C1=C(C)SC2=NS(=O)(=O)CCN21 the results were 14-3-3g Raf -8.
`COc1ccc(N2CCN(C(=O)CCC3Nc4c5cc(OC)c(OC)cc5nc(=S)n4C3=O)CC2)cc1` (configuration not stated) gave 14-3-3g Raf -3.
Screening Oc1ccccc1-c1nc2ccc3ccccc3c2c2c1CCC2 returned 14-3-3g Raf -13.
Screening Cc1ccccc1CS(=O)(=O)CCC(=O)NCCN1CCCCC1C (configuration not stated) returned 14-3-3g Raf 5.
`CN1CCN(P(=O)(c2ccccc2)c2nc3ccccc3s2)CC1` (configuration not stated) gave 14-3-3g Raf 4.
For CCN1CCCC(NC2=CC(=O)OC23CCCCC3)C1 (configuration not stated) the results were 14-3-3g Raf 6.
Screening O=C(NCCn1cc(SCC(=O)N2CCOCC2)c2ccccc21)c1ccccc1 returned 14-3-3g Raf 1.
`Cc1ccnc(NC(=O)COC(=O)CN2C(=O)C(=O)c3ccccc32)c1` gave 14-3-3g Raf 9.
Screening CC(C)Oc1ccc(-c2cc(C(=O)Nc3ccc(S(N)(=O)=O)cc3)c3ccccc3n2)cc1 returned 14-3-3g Raf -4.
For O=[N+]([O-])c1ccc(-c2nc(NC3CCCCC3)c3ccccc3n2)cc1 the results were 14-3-3g Raf 9.
For O=C(Nc1sc2c(c1C(=O)Nc1ccccc1)CCCCC2)c1ccco1 the results were 14-3-3g Raf -51.
Screening O=C(NCCc1ccc(Cl)cc1)c1nnc(Cc2ccc(Cl)cc2)o1 returned 14-3-3g Raf -5.
For Cc1nnsc1-c1nc2ccccc2[nH]1 the results were 14-3-3g Raf -6.
CCN(CC)c1ccc2c(c1)C(=O)N(C)C2=O was read as 14-3-3g Raf -10.
Screening O=[N+]([O-])c1ccc(N2CCN(S(=O)(=O)c3ccc(Cl)cc3)CC2)cc1N1CCCC1 returned 14-3-3g Raf -9.
Screening Cc1[nH]c2ccc(-c3nnc(SCCC#N)n3-c3ccccc3)cc2c1C returned 14-3-3g Raf -2.
For O=C(CCN1C(=O)C2CC=C(Cl)CC2C1=O)N1CCCCC1 (configuration not stated) the results were 14-3-3g Raf -11.
For Cc1c(C)n(C(=O)CN2CCC(C(N)=O)CC2)c2ccccc12 the results were 14-3-3g Raf -5.
Screening O=C(CSc1nnc2ccccn12)NCCN1C(=O)CSC1=O returned 14-3-3g Raf 5.
`COc1ccc(S(=O)(=O)CCC(=O)Nc2cccc3c2CCCC3)cc1` gave 14-3-3g Raf -70.
Screening O=C(CN1C(=O)CCC1=O)Nc1nc(-c2ccc(F)cc2)cs1 returned 14-3-3g Raf -1.
Screening CCOc1ccc(OCc2ccc(C(=O)NCc3ccncc3)o2)cc1 returned 14-3-3g Raf 9.
Screening COc1ccccc1NCC(O)Cn1c2ccc(Br)cc2c2cc(Br)ccc21 (configuration not stated) returned 14-3-3g Raf -2.
Screening O=C1Nc2ccccc2C(O)(C(=O)NCc2cccs2)N1c1ccccc1 (configuration not stated) returned 14-3-3g Raf -1.
O=C(C1CCN(S(=O)(=O)c2ccc(F)cc2)CC1)N1CCc2ccccc2C1 was read as 14-3-3g Raf -5.
For CCCCCCN1C(=O)C(O)=C(C(C)=O)C1c1cccc([N+](=O)[O-])c1 (configuration not stated) the results were 14-3-3g Raf -5.
`CCc1nc2nonc2c2nc3ccccc3n12` gave 14-3-3g Raf -64.
Screening Cc1c(C(=O)Oc2cccc3ccccc23)cccc1[N+](=O)[O-] returned 14-3-3g Raf -16.
`O=C(O)CCCNc1cc(N2CCCCCC2)c2noc3c2c1C(=O)c1ccccc1-3` gave 14-3-3g Raf 67*.
`CCCOc1cccc(OCCSc2nc(C)cc(=O)[nH]2)c1` gave 14-3-3g Raf 1.
Screening CC(C)NCC(O)COCc1ccc(Cl)cc1 (configuration not stated) returned 14-3-3g Raf 1.
For Nc1cccc2c1C(=O)N(CCO)C2=O the results were 14-3-3g Raf 7.
`Cn1c2c(c3cc(F)ccc31)CCCC2=O` gave 14-3-3g Raf -11.
`CCN1CCN(C(c2ccccc2F)c2nnnn2Cc2ccc3c(c2)OCO3)CC1` (configuration not stated) gave 14-3-3g Raf -6.
CSc1n[nH]c(NCc2cccs2)n1 was read as 14-3-3g Raf 0.
`CCS(=O)(=O)Nc1cccc(C2=NN(S(=O)(=O)CC)C(c3ccccc3C)C2)c1` (configuration not stated) gave 14-3-3g Raf -38.
Screening CC1=C(C(=O)OC2CCCCC2)C(c2cccc(I)c2)C2=C(CCCC2=O)N1 (configuration not stated) returned 14-3-3g Raf 9.
CC(=O)Oc1ccc2oc(=O)c3c(c2c1)CCCN3C(=O)CN1CCN(c2ccccc2)CC1 was read as 14-3-3g Raf 7.
Screening CCCCc1cc2c(c(NC(C)=O)n1)c(=O)oc1ccccc12 returned 14-3-3g Raf -2.
Screening NC(=O)CCn1nc(-c2ccc(Cl)cc2)c2ccccc2c1=O returned 14-3-3g Raf -11.
COc1ccc(N(C)S(=O)(=O)c2cccc3nsnc23)cc1 was read as 14-3-3g Raf -8.
`CC(=O)c1ccc(N2CCN(C(=O)c3ccco3)CC2)c(F)c1` gave 14-3-3g Raf -6.
`CCC(=O)Nc1ccc2nc(SCC(=O)NCc3ccco3)sc2c1` gave 14-3-3g Raf -28.
Cc1cc(-c2csc(Nc3ccc(O)c(C(=O)O)c3)n2)ccc1F was read as 14-3-3g Raf 2.
CC(=O)OCC(OC(C)=O)C(OC(C)=O)C(OC(C)=O)C(=O)Nc1ccccc1C (configuration not stated) was read as 14-3-3g Raf -2.
`COc1ccc2nc(SCC(=O)NCC34CC5CC(CC(C5)C3)C4)[nH]c2c1` gave 14-3-3g Raf -6.
CC(C)(C)n1cnc2cc(NCc3cccc4ccccc34)ccc21 was read as 14-3-3g Raf -2.
O=C(CSc1nnc(Cc2ccccc2)n1C1CCCCC1)N1CCOCC1 was read as 14-3-3g Raf -6.
`Cc1cc2cc(CN(Cc3ccc4c(c3)OCO4)Cc3nnnn3C3CCCC3)c(=O)[nH]c2cc1C` gave 14-3-3g Raf 3.
`COc1ccc(-n2c(Cc3cccn3C)nnc2SCC(=O)Nc2cc(C)cc(C)c2)cc1` gave 14-3-3g Raf -2.
For CCCc1c(C)nc2ccc(OC)cc2c1SCCC(=O)O the results were 14-3-3g Raf 0.
For C=CCc1ccc(OC(C)C(=O)Nc2sc3c(c2C#N)CCC3)c(OC)c1 (configuration not stated) the results were 14-3-3g Raf -60.
Screening CCN(CC)CC(C)(C)NS(=O)(=O)c1ccc(Cl)cc1 returned 14-3-3g Raf -6.
For Cc1nnc(SC(C)C(=O)NCC2CCCO2)n1-c1ccccc1 (configuration not stated) the results were 14-3-3g Raf 1.
For COc1ccccc1NS(=O)(=O)c1ccc(CC(C)C)cc1 the results were 14-3-3g Raf -21.
For COCC(=O)Nc1ccc(Nc2ccccc2)cc1 the results were 14-3-3g Raf -14.
`O=C1CSC(c2ccc([N+](=O)[O-])cc2)N1c1ccc(Oc2ccc(Cl)cc2)cc1` (configuration not stated) gave 14-3-3g Raf 9.
For CCOc1ccc(C2NC(=O)NC(C)=C2C(=O)OCCSCC)cc1 (configuration not stated) the results were 14-3-3g Raf 1.
`O=C(O)Cc1ccc(-n2c(=O)[nH]c3ccsc3c2=O)cc1` gave 14-3-3g Raf -11.
`CCOC(=O)c1cc(O)c(C(=O)OCC)cc1O` gave 14-3-3g Raf 3.
CCOC(=O)c1sc(NC(=O)c2ccccc2[N+](=O)[O-])nc1-c1ccccc1 was read as 14-3-3g Raf -8.
Screening Cc1ccc(-c2n[nH]c(=O)c3ccccc23)cc1N returned 14-3-3g Raf -2.
CCOc1cccc2sc(NC(=O)c3ccc(Br)s3)nc12 was read as 14-3-3g Raf -7.
For Cc1cc(C)n(-c2ccc(C(=O)Nc3sccc3C(N)=O)cc2)n1 the results were 14-3-3g Raf -30.
For COc1ccc(OC)c(NC(=O)c2cc3nc(-c4ccc5c(c4)OCO5)cc(C(F)(F)F)n3n2)c1 the results were 14-3-3g Raf -3.
O=C(CCc1ccccc1)Nc1cccc(NS(=O)(=O)c2ccccc2)c1 was read as 14-3-3g Raf -4.
`CC1=NC(C(F)(F)F)(C(F)(F)F)c2c(n(-c3ccc(Cl)cc3)c(=O)[nH]c2=O)N1` gave 14-3-3g Raf -4.
Screening O=S(=O)(c1ccccc1)c1nc(-c2ccc(Br)cc2)oc1N1CCOCC1 returned 14-3-3g Raf 4.
For C=CCNC(=O)c1ccc2c(c1)N(Cc1cc(C)ccc1C)C(=O)c1ccccc1S2 the results were 14-3-3g Raf 0.
For CC(Sc1nncn1C)C(=O)Nc1nnc(C(C)C)s1 (configuration not stated) the results were 14-3-3g Raf -4.
O=c1[nH]c2ccccc2c(-c2ccccc2)c1Sc1ccc(Cl)cc1 was read as 14-3-3g Raf -5.
Screening O=c1oc2ccccc2c(O)c1/C=N/c1ncccn1 returned 14-3-3g Raf -1.
